High-throughput results: PubChem BioAssay, Johns Hopkins Ion Channel Center
CHT allo act: CHT positive allosteric modulators, primary screen, cell-based, membrane potential dye, choline EC20; High affinity choline transporter 1 (Homo sapiens), Q9GZV3; 0.49% of 310,000 active; CHT-expressing cells; stronger effect = higher value; LV-AA mutant CHT in HEK293 cells; B-score at 10 µM;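 active means initial fluorescence not abnormally high and integrated response B-score, plate-corrected, over 3 SD above library mean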
Target sequence (Q9GZV3 whole entry, looked up): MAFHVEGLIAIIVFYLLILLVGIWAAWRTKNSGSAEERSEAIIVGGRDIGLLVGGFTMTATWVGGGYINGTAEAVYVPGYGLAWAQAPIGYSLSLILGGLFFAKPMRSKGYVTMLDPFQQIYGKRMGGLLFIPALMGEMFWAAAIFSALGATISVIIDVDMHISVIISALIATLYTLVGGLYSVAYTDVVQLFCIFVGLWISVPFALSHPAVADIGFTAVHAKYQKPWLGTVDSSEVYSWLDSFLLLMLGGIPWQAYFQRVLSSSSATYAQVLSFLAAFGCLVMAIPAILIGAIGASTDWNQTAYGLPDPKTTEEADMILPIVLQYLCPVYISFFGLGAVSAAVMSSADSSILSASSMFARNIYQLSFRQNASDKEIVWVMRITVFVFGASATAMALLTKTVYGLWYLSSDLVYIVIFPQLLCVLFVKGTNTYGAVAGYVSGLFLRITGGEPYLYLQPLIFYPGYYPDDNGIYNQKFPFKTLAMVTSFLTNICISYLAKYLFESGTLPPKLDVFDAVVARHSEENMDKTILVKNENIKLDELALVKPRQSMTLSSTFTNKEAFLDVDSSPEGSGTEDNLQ
CHT inh: inhibitors of human choline transporter CHT. High affinity choline transporter 1 (Homo sapiens), Q9GZV3. CHT-expressing cells, membrane potential dye, choline response; stronger effect = lower value. B-score at 10 µM. 0.86% of 310,000 active. AID 488975, 2010;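 active means B-score over 3 SD under the library average, and starting fluorescence ratio not unusually high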;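 further: choline stimulus applied at its EC90 after an EC20 pre-addition; B-score computed on integrated fluorescence ratio after choline addition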
Calls only; i = inactive.

Value order: CHT allo act, CHT inh
#1 CCOC(=O)C1CCCN(C(=O)Cn2nc(C)c3c(C)n(-c4ccccc4)nc3c2=O)C1 (centres undefined)
 : i, i
#2 COc1ccc(-c2noc(CCC(=O)Nc3cccc(C)c3)n2)cc1
 : i, i
#3 CC(C)CNC(=O)c1ccccc1NC(=O)CCSc1ccccc1
 : i, i
#4 CCOc1ccccc1NC(=O)C1CCN(C(=O)Cc2ccccc2)CC1
 : i, i
#5 CCc1oc(C(=O)OC)cc1CSC(=N)N
 : i, i
#6 COc1ccc(N(CC(=O)NC2CCCC2)C(=O)Cn2nnc(-c3ccc(OC)c(OC)c3)n2)cc1
 : i, i
#7 COc1ccc(S(=O)(=O)Nc2c(C(=O)O)[nH]c3ccccc23)c(OC)c1
 : i, i
#8 O=C(COc1ccc(C(=O)c2ccccc2)cc1)NCc1ccc(F)cc1
 : i, i
#9 CCCC(=O)N1CCN(Cc2ccc3c(c2)OCO3)CC1
 : i, i
#10 CCOC(=O)c1[nH]c2ccc(OC)cc2c1NC(=O)N1CCOCC1
 : i, i
#11 CC1CCc2nn(CC(=O)Nc3ccc(F)cc3F)cc2C1 (centres undefined)
 : i, i
#12 O=C1CCN(S(=O)(=O)c2ccccc2)CCN1CCOCc1ccc(F)cc1
 : i, i
#13 Cc1ccc(N(CN2C(=O)NC(C)(C)C2=O)CN2C(=O)NC(C)(C)C2=O)cc1
 : i, i
#14 COc1cc(OC)cc(-c2nnc(N(C)C(=O)c3ccncc3)s2)c1
 : i, i
#15 CC(C)c1onc(C(=O)NC2CCCCC2)c1[N+](=O)[O-]
 : i, i
#16 CC(C)(C)CC(=O)Nc1nn[nH]n1
 : i, i
#17 Cc1ccccc1N1CC(C(=O)N2CCCCCC2)CC1=O (centres undefined)
 : i, i
#18 Cc1ccc(NC(=O)C2CC(=O)NC(N3CCc4ccccc43)=N2)cc1 (centres undefined)
 : i, i
#19 CC(C)CN1C(=O)/C(=C(/C#N)C(=O)NC2CCCCC2)c2ccccc21
 : i, i
#20 Cc1ccccc1-n1ncc2c1CC(C)(C)CC2NC(=O)CN1CCCC1=O (centres undefined)
 : i, i
#21 COc1ccc(CNc2nc(NCc3ccc(OC)cc3)c3[nH]cnc3n2)cc1
 : i, i
#22 O=C(NN1CC(C(=O)OCc2ccc(Cl)cc2Cl)CC1=O)c1ccccc1 (centres undefined)
 : i, i
#23 COc1cccc(NC(=O)Nc2cccc(C)n2)c1
 : i, i
#24 COc1cccc(OCCOc2ccccc2OC(C)C)c1
 : i, i
#25 Cc1cc2c(OCC(O)CN3CCCC3)cccc2[nH]1 (centres undefined)
 : i, i
#26 CCOc1cccc(C(=O)Nc2cccc(-c3nnc(-c4ccccc4)o3)c2)c1
 : i, i
#27 CCCC(=O)Nc1ccc(NC(=O)Cc2ccccc2)cn1
 : i, i
#28 Cn1c(CNC(=O)OC(C)(C)C)n[nH]c1=S
 : i, i
#29 COc1ccc2[nH]c(C(=O)N3CCCN(Cc4ccc(F)cc4)CC3)cc2c1
 : i, i
#30 O=[N+]([O-])c1ccc(Cl)cc1NCCCN1CCOCC1
 : i, i
#31 CC1(C)OC(=O)N(c2ccccc2)C12C=Cc1c(ccc3ccccc13)O2 (centres undefined)
 : i, i
#32 CC1C(Br)C(=O)NC(=O)N1Cc1ccccc1 (centres undefined)
 : i, i
#33 Cc1cccc(NC(=O)C2CC2c2ccccc2)c1C (centres undefined)
 : i, i
#34 O=C(Nc1ccccc1NS(=O)(=O)c1ccc(F)cc1)C1CCCC1
 : i, i
#35 CCOC(=O)c1ccc(CSc2ncn[nH]2)o1
 : i, i
#36 CCOC(=O)c1c(C)[nH]c(C)c1S(=O)(=O)N(C)CC(=O)Nc1ccccc1OC
 : i, i
#37 C=CCN1C(=O)CSC1=Nc1ccc(NC(C)=O)cc1
 : i, i
#38 O=S(=O)(NCCN1CCOCC1)c1ccc(F)c(Cl)c1
 : i, i
#39 Cc1ccc(NC(=O)C2CCN(S(=O)(=O)c3cccnc3)CC2)cc1C
 : i, i
#40 CCOC(=O)c1c(C)c(C(=O)O)n(C)c1C
 : i, i
#41 COC(=O)C1C(=O)NCC1c1ccc(C)cc1 (centres undefined)
 : i, i
#42 CC(=O)c1cccc(NC(=O)CCc2nnc3ccc(NCc4ccc5c(c4)OCO5)nn23)c1
 : i, i
#43 COc1ccc(S(=O)(=O)N(CC(=O)N/N=C/c2ccccc2C(=O)O)c2ccccc2OC)cc1
 : i, i
#44 COc1ccc(C(C)=O)cc1COC(=O)c1cccnc1SC
 : i, i
#45 CC(C)CNC(=O)COC(=O)c1cc(Cl)cc(Cl)c1N
 : i, i
#46 O=C(COC(=O)c1cccc(S(=O)(=O)NCc2ccccc2)c1)Nc1ccccc1OC(F)F
 : i, i
#47 O=C(OCC1OC(n2cnc3c(N(C(=O)c4ccccc4)C(=O)c4ccccc4)ncnc32)C(O)C1F)c1ccccc1 (centres undefined)
 : i, i
#48 Cc1ccc(C(=O)OC(C)C(=O)NCc2ccc3c(c2)OCO3)cc1S(=O)(=O)N1CCOCC1 (centres undefined)
 : i, i
#49 CCOC(=O)N1CCN(Cc2nc3ccc([N+](=O)[O-])cc3c(=O)n2-c2ccc(OC)cc2OC)CC1
 : i, i
#50 Cc1n[nH]c(C)c1S(=O)(=O)N1CCc2ccccc21
 : i, i
#51 Cc1cccc(/C(N)=N/OC(=O)Cc2cccs2)c1
 : i, i
#52 COC(=O)C(CC(C)C)NC(=O)C(N)Cc1ccccc1 (centres undefined)
 : i, i
#53 Cc1ccc(C(C)(C)C)c(OCCCn2ccnc2)c1
 : i, i
#54 COc1ccc(CC(=O)Nc2cccc(-c3ccc4nnc(C)n4n3)c2)cc1
 : i, i
#55 COC(=O)C1(C)NC(c2ccc(O)cc2)C2C(=O)N(c3ccc4c(c3)OCCO4)C(=O)C21 (centres undefined)
 : i, i
#56 COc1ccccc1/C=N/Nc1cc(N(C)C)nc(N(C)C)n1
 : i, i
#57 CCc1nc(-c2ccc(C)nc2OC)no1
 : i, i
#58 O=C(CCN1CCc2ccccc2C1)Nc1ccc(F)c(F)c1
 : i, i
#59 N#CC1CCCc2c1[nH]c1ccc([N+](=O)[O-])cc21 (centres undefined)
 : i, i
#60 Cc1cc([N+](=O)[O-])cc(/C=N\NC(=O)C2COc3ccccc3O2)c1O (centres undefined)
 : i, i

Reformatted as labelled records: 4 of the compounds above
53) Cc1ccc(C(C)(C)C)c(OCCCn2ccnc2)c1
  CHT allo act: i
  CHT inh: i

54) COc1ccc(CC(=O)Nc2cccc(-c3ccc4nnc(C)n4n3)c2)cc1
  CHT allo act: i
  CHT inh: i

55) COC(=O)C1(C)NC(c2ccc(O)cc2)C2C(=O)N(c3ccc4c(c3)OCCO4)C(=O)C21 (centres undefined)
  CHT allo act: i
  CHT inh: i

56) COc1ccccc1/C=N/Nc1cc(N(C)C)nc(N(C)C)n1
  CHT allo act: i
  CHT inh: i

Remaining list, next part
Value order: CHT allo act, CHT inh
#61 Cn1c2ccccc2c2cnn(CC(=O)N3CCCCC3)c(=O)c21
 : i, i
#62 Cc1ccc(OCC(=O)NNC(=O)Cc2ccc(S(=O)(=O)N3CCOCC3)s2)cc1
 : i, i
#63 CCCCN(Cc1cc2cccc(C)c2[nH]c1=O)S(C)(=O)=O
 : i, i
#64 Cc1ccc(C(=O)Nc2nc3n(n2)C(c2ccccc2)CC(=O)N3)cc1 (centres undefined)
 : i, i
#65 C=C(Br)CN1CCN(CC(=C)Br)CC1
 : i, i
#66 CCN1C(=O)C(O)(CC(=O)C(C)(C)C)c2cc(Br)ccc21 (centres undefined)
 : i, i
#67 CC(C)OC(=O)Cn1c(-c2ccccc2)c(-c2ccccc2)nnc1=O
 : i, i
#68 Cc1ccc(-n2ncc3c(=O)[nH]c(SCC(=O)N4CCCCC4)nc32)cc1
 : i, i
#69 C=CCN(C(=O)CN1CCCCC1)c1nc(-c2ccccc2)cs1
 : i, i
#70 COC(=O)C1=CN(C2CC2)C=C(C(=O)OC)C1c1ccccc1OC
 : i, i
#71 O=C(NCc1ccc2c(c1)OCO2)Nc1cccc(Cl)c1
 : i, i
#72 CCOc1cccc(CN2CCC(n3nccc3NC(=O)CCCc3ccccc3)CC2)c1
 : i, i
#73 COc1ccccc1CCn1cc(C#N)c(=O)[nH]c1=O
 : i, i
#74 Cc1ccc(N/C=C(\[N+](=O)[O-])S(=O)(=O)c2ccccc2)cc1
 : i, i
#75 COc1cccc(-c2cc3nc4c(c(N5CCC6(CC5)OCCO6)n3n2)CCCC4)c1
 : i, i
#76 Cc1cc(N)n2nc(C(F)(F)F)nc2n1
 : i, i
#77 COc1ccc(OC)c(S(=O)(=O)n2ccnc2C)c1
 : i, i
#78 O=C(CCC(=O)Nc1nnc(C2CCCCC2)s1)NCC1CCCO1 (centres undefined)
 : i, i
#79 CCOc1ccc2nc(NC(=O)Cn3cnc4c3c(=O)n(C)c(=O)n4C)sc2c1
 : i, i
#80 CCOc1cccc(C2/C(=C(/O)c3ccc4c(c3)CC(C)O4)C(=O)C(=O)N2Cc2cccnc2)c1 (centres undefined)
 : i, i

Next part.
item	structure	CHT allo act	CHT inh
81	Cc1ccccc1NC(=S)N1CCN(Cc2ccccc2)CC1	i	i
82	Cc1ccc(-n2c(C)cc(C(=O)CN3CCCCC3)c2C)cc1	i	i
83	COc1cc(OC)c(NC(=O)CC(C)=O)cc1Cl	i	i
84	O=C(O)CN1C(=O)/C(=C\c2cccc(OC(=O)c3ccco3)c2)SC1=S	i	i
85	CCCC(O)(CCC)C(=O)NN(C(=O)CCl)c1ccccc1	i	i
86	O=C(CCc1ccccn1)N1CCCC(N2CCN(c3cccc(C(F)(F)F)c3)CC2)C1 (centres undefined)	i	i
87	OCCNCCOc1ccccc1F	i	i
88	Cc1ccc(-c2nc3ccccc3s2)cc1S(=O)(=O)N1CCCC1	i	i
89	COc1ccc(NS(=O)(=O)c2c(C)[nH]c(C)c2C(=O)N2CCCCC2)cc1Cl	i	i
90	COc1ccc(OC)c(/C=C2\SC(=S)N(NS(=O)(=O)c3ccc(C)cc3)C2=O)c1	i	i
91	Cc1cc(S(=O)(=O)N2CCN(Cc3ccc4c(c3)OCO4)CC2)cc(C)c1N1CCCC1=O	i	i
92	COc1ccc(NC(=O)C2CCCN2C(=O)OCc2ccccc2)c(OC)c1 (centres undefined)	i	i
93	Cc1cccc(CN2CCN(c3nc4nonc4nc3NC3CC3)CC2=O)c1	i	i
94	CCOC(=O)C1(CCOc2ccccc2)CCN(Cc2cccs2)CC1	i	i
95	COc1ccc(OC)c(NC(=O)c2cc(-c3cc(C)cc(C)c3O)n[nH]2)c1	i	i
96	CN1C(=O)/C(=C/c2ccc(OCc3ccc(F)cc3)cc2)N(C)C1=S	i	i
97	COc1ccc(NC(=O)N(CCC(C)C)C(C)c2ccccn2)c(OC)c1 (centres undefined)	i	i
98	COc1ccc2[nH]c3c(c2c1)CCN1C(=O)N([C@@H](C)C(=O)NC2CCCC2)C(=O)[C@]31C	i	i
99	O=C(Nc1cccc(-c2csc(Nc3ccccc3)n2)c1)c1cc([N+](=O)[O-])cc(C(F)(F)F)c1	i	i
100	CC(=O)Nc1ccc(N2C(=O)CC(Sc3nc4ccccc4s3)C2=O)cc1 (centres undefined)	i	i

Exported field by field: 2 of the compounds above.
7	COc1ccc(S(=O)(=O)Nc2c(C(=O)O)[nH]c3ccccc23)c(OC)c1
  CHT allo act: i	CHT inh: i
9	CCCC(=O)N1CCN(Cc2ccc3c(c2)OCO3)CC1
  CHT allo act: i	CHT inh: i

Next section.
item	structure	CHT allo act	CHT inh
101	COc1ccc(/C=C2\SC(=S)N(CCCC(=O)NC3CCCC3)C2=O)cc1OC	i	i
102	Cc1ccc(NC(=O)CN2C(=O)CCS(=O)(=O)c3ccccc32)cc1Cl	i	i
103	Cc1ccc(S(=O)(=O)N2CC=C(C(=O)NCc3ccc(F)cc3)CC2)cc1	i	i
104	CC(NC(=O)[C@H](C)NC(=O)[C@@H]1CSC2c3ccccc3C(=O)N21)c1ccccc1 (some centres undefined)	i	i
105	COCC(C)NC(C(=O)Nc1ccc(C)c(Cl)c1)c1ccccc1 (centres undefined)	i	i
106	O=C(CSc1nnc2c3ccccc3c3ccccc3c2n1)Nc1ccccc1F	i	i
107	Cc1cc2c(c(/C=C/C(=O)c3ccccc3)c1)OC1(C=C2)Oc2ccccc2C(=O)N1C (centres undefined)	i	i
108	CCC1COCCS(=O)(=O)N1Cc1ccc(C)cc1 (centres undefined)	i	i
109	CN1CCN(C(=O)c2ccc3c(c2)S(=O)(=O)c2ccccc2C3=O)CC1	i	i
110	COc1ccc(C2=NOC(C(=O)NCC(C)C)C2)cc1 (centres undefined)	i	i
111	CCOc1ccc2nc(NC(=O)C(CCSC)NS(=O)(=O)c3cccs3)sc2c1 (centres undefined)	i	i
112	CCCCn1c(SCC(=O)NC(=O)NCc2ccco2)nc2cc(S(N)(=O)=O)ccc21	i	i
113	O=C(COc1ccccc1)NCCSc1ccccc1	i	i
114	CCOc1ccccc1C1C(C#N)=C(N)Oc2cc(N)ccc21 (centres undefined)	i	i
115	O=C(Nc1ccc2c(c1)OCCO2)c1cnc2ccccn2c1=O	i	i
116	COc1ccc(CCNC(=O)C/C(C)=N/NC(=O)c2ccc([N+](=O)[O-])cc2Cl)cc1OC	i	i
117	CCOc1ncccc1C(=O)OCC(=O)Nc1cccc(S(N)(=O)=O)c1	i	i
118	CC1=NN(Cc2ccccc2)C(=O)C1C(c1ccncc1)C(C#N)C#N (centres undefined)	i	i
119	Cc1cccc(OCC(O)CNC(=O)c2ccccc2C(=O)O)c1 (centres undefined)	i	i
120	COc1ccc(CNc2oc(COc3ccc(Cl)cc3)nc2C#N)cc1	i	i
121	COc1ccc(CCNC(=O)c2cc(-c3cc(Cl)cc(Cl)c3)oc2C)cc1	i	i
122	O=C(N/N=C/c1cccnc1)c1cc(-c2ccc(Br)cc2)nc2ccccc12	i	i
123	COc1ccc(OC)c(N2C(=O)CCCC2=O)c1	i	i

Record cards, from the list above:
Listed for COc1ccc(OC)c(N2C(=O)CCCC2=O)c1 = CHT allo act: i; CHT inh: i
Listed for O=C(N/N=C/c1cccnc1)c1cc(-c2ccc(Br)cc2)nc2ccccc12 = CHT allo act: i; CHT inh: i
